# Yeast superoxide: lowers age-related superoxide in aged yeast cells. S. cerevisiae aged cells, superoxide DHE fluorescence; stronger effect = lower value. superoxide response (% of plate mean), % at 10 µM. hit rate 0.18% among 330,000;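 active = superoxide response under a set limit, about three screen SD below normal, cut at about 65% in these data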;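 also: yeast aged for seven days with compound at 30 °C before DHE staining; 100% = average MFI of all compound-treated wells on the plate with controls excluded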
# MEX-5 binding: C. elegans MEX-5 TCR-2 RNA binding activity; MEX-5/FITC-TCR2 RNA binding, fluorescence polarization; stronger effect = lower value; activity score (negative = inhibition of binding), % at 10 µM; hit rate 0.38% among 300,000; AID 1832;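 active = inhibition past about -25% in most replicates, and total fluorescence under double the plate's negative control median, limit read from the data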;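 also: 0% = DMSO and -100% = 5 µM competing unlabeled TCR2 RNA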
# GLD-1 RNA inh: GLD-1-TGE RNA interaction inhibition (C. elegans); Q17339; purified GLD-1 + fluorescein TGE RNA, fluorescence polarization; inhibition, % at 5.96 µM; hit rate 0.44% among 320,000; AID 2280;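 active = percent inhibition above a per-plate cutoff, the plate mean of test compounds plus 3 SD, cut at about 30% in these data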;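 also: 0% = DMSO wells with GLD-1 and probe and 100% = wells lacking GLD-1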
# Target sequence (Q17339 whole entry, looked up): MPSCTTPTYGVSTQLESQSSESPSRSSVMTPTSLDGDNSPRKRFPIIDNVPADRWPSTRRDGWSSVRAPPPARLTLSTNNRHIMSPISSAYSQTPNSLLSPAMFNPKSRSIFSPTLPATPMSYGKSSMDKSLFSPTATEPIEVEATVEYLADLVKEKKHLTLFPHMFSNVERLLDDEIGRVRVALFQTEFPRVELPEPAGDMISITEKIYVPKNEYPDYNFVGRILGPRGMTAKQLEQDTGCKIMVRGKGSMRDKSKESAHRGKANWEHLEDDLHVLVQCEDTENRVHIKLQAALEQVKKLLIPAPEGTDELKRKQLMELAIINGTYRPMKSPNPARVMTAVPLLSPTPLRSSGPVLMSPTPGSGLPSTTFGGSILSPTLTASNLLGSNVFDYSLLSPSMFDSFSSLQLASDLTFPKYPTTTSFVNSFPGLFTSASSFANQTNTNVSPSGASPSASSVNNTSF
# EBNA-1 inhibitor: blocks EBNA-1 binding to DNA | EBNA-1 DNA binding, fluorescence polarization | inhibition, % at 14.8 µM | hit rate 0.34% among 300,000 | AID 1950; in the data active = inhibition above about 28%
# MCL1-BIM inh: MCL1-BIM-BH3 interaction inhibition (human); Q07820; GST-MCL1 / FITC-Bim-BH3 fluorescence polarization; inhibition, % at 10.9 µM; hit rate 0.68% among 320,000;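 active = inhibition above the mean inhibition of all tested compounds plus 3 SD, set per campaign, cut at about 40% in these data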;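 also: 0% = DMSO wells and 100% = unlabeled Bim-BH3 peptide control; higher means more loss of mP so more displacement of Bim peptide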
# BCLXL inh: Bcl-xL (human) inhibition; Q07817; GST-Bcl-xL / FITC-Bim BH3 peptide fluorescence polarization; inhibition, % at 10.9 µM; hit rate 0.7% among 320,000;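 active = inhibition above the mean of all tested compounds plus 3 SD, cutoff set per campaign, cut at about 30% in these data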;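 also: 0% = DMSO wells and 100% = unlabeled Bim-BH3 peptide competitor; inhibitors lower millipolarization by displacing the labeled peptide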
# Target sequence (Q07817 whole entry, looked up): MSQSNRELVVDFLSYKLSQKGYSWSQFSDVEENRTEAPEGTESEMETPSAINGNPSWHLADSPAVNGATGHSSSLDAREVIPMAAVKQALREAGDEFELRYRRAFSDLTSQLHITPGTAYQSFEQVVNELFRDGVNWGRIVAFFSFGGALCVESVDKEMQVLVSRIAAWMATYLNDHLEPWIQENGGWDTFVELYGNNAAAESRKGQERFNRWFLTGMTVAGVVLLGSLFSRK
# Efflux pump mplx: antifungal efflux pump inhibition, Nile Red retention; S. cerevisiae Candida pump triplex; inhibition, % at 10 µM; hit rate 0.44% among 330,000;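 active = plate passing quality check with inhibition over a set limit, or well fluorescence over plate mean plus 4 SD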;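 also: Nile Red retained in pooled yeast measured as flow cytometry median fluorescence; 0% = buffer negative control and 100% = Enniatin B positive control; higher means more Nile Red kept so more efflux inhibition; some compounds called inactive have numbers as strong as hits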
# ZTA DNA inh: blocks Epstein-Barr virus ZTA, an EBNA-1 counter-screen; P03206; hit rate 0.15% among 320,000; ZTA-DNA binding, fluorescence polarization; AID 2234; inhibition, % at 11 µM; in the data active = inhibition above about 33%
# Fam108B inh: blocks mouse Fam108B hydrolase in RBBP9 counter-screen. recombinant Fam108B, FP-Rh probe fluorescence polarization. inhibition, % at 9.51 µM. hit rate 0.33% among 300,000;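 active = inhibition above the screen mean inhibition plus 3 SD, computed separately per campaign, cut at about 18% in these data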;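 also: inhibitors lower polarization as less probe binds the enzyme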
# Active calls of the source: *; / = not tested or not shown.
# Values run as follows: Yeast superoxide, GLD-1 RNA inh, Efflux pump mplx, EBNA-1 inhibitor, BCLXL inh, Fam108B inh, ZTA DNA inh, MEX-5 binding, MCL1-BIM inh
(1) COc1ccc(C(=O)C(OC(=O)c2ccccc2Cl)c2ccccc2)cc1 (centres undefined)
    98.3, 1.8, 0.1, -5.9, 6.5, -4.1, 3.3, 2.2, 5.2
(2) O=C(Nc1ncccc1O)c1ccc(Oc2ccccc2)cc1
    121.8, -0.7, 0.3, -15.4, -0.5, -6.2, 0.2, -1.5, -1.7
(3) COc1cccc(NC(=O)C(C)N2C(=O)c3ccccc3C2=O)c1 (centres undefined)
    100.5, 1.3, -0.1, -0.4, 4.4, 1.5, 4.4, -1.1, -0.5
(4) N#Cc1cc(-c2cccc(Cl)c2)c[nH]c1=O
    104.4, -2.9, 0.0, 2.8, 1.4, 3.5, 3.9, -1.4, 0.8
(5) COC(=O)CCC(=O)NNC(=O)c1cccc(Br)c1
    103.8, 8.1, 0.2, -0.2, 2.6, 4.7, -2.9, -3.1, 2.0
(6) Cc1ccc2ncccc2c1NC(=S)NC(=O)c1ccccc1
    105.6, 6.0, -0.1, -4.6, 5.2, 0.4, -15.4, 0.8, 4.9
(7) O=C(CSc1nc2c(sc3ccccc32)c(=O)n1CCO)NCc1ccco1
    115.4, 4.8, -0.2, -6.1, 5.0, -2.3, 21.3, 0.5, 4.4
(8) Cc1ccc(C)c(/C=N/NC(=S)NC(C)C)c1
    79.8, 1.9, -0.4, 12.8, 5.8, 0.5, 13.2, 0.8, 2.0
(9) COc1ccc(OC)c(-c2c[n+](=O)c3c(n2[O-])CCCC3)c1
    97.8, 8.4, -0.1, 4.1, 2.3, -3.5, 12.5, -0.7, 7.9
(10) CCC(C)(C)n1nnnc1C(c1ccc(OC)c(OC)c1)N1CCN(c2ccc(F)cc2)CC1 (centres undefined)
    102.8, -10.1, 0.1, 6.8, -2.5, 1.1, -10.5, -1.7, -5.9
(11) COc1ccc(Cc2[nH]n3c(=O)cc(C)nc3c2-c2ccccc2)cc1
    95.0, -1.9, -0.1, 1.8, 4.9, -0.1, 5.2, -0.8, 6.1
(12) Cc1ccc(S(=O)(=O)Nc2cccnc2)cc1C
    99.7, 4.5, 0.2, -0.4, -0.8, -2.2, -1.5, -0.9, 0.9
(13) O=C(NCCc1c[nH]c2ccccc12)C(=O)NCC(c1ccco1)N1CCN(c2ccccc2F)CC1 (centres undefined)
    101.1, -10.1, -0.1, 4.6, -11.9, 5.0, 0.3, 2.0, -22.0
(14) COc1cccc(C(=O)NNC(=O)C2CC(C)=C(C)CC2C(=O)O)c1 (centres undefined)
    89.8, 8.3, -0.2, -4.9, 2.6, -2.6, -18.9, 1.6, 6.8
(15) COC(=O)C1(CCSC)NC(c2ccccc2OC)C2C(=O)N(C)C(=O)C21 (centres undefined)
    75.0, -1.2, 0.1, 8.3, 0.9, 1.7, 9.3, -2.5, 2.1
(16) O=C(NCCc1c[nH]c2ccccc12)C1CCN(Cc2ccc(Br)cc2)CC1
    86.0, -2.3, -0.1, -4.9, -0.2, 1.7, 1.8, 1.9, -1.5
(17) CC(c1ccccc1)n1c(Br)nc2c1c(=O)[nH]c(=O)n2C (centres undefined)
    93.4, -0.5, 0.0, -9.9, 3.5, -1.0, -4.4, -1.9, 4.4
(18) CCOc1cccc2sc(N(CCCN(C)C)C(=O)c3ccc(S(=O)(=O)N(C)c4ccccc4)cc3)nc12
    114.2, 10.4, 0.0, 1.5, -1.1, 2.0, -26.7, -0.6, -2.5
(19) CCCNC(=O)c1ccccc1NC(=O)COc1cccc2c1OC(C)(C)C2
    91.7, -0.4, 0.0, -7.2, -0.9, -2.8, -1.1, 3.5, 4.9
(20) COc1ccc(OC)c(NC(=O)CSc2nnc(C3CCCCC3)n2N)c1
    97.8, 3.3, -0.2, 7.6, -1.0, 2.2, -6.9, 0.3, -3.4
(21) CN1CCN(c2nc(-c3ccc(Cl)c(Cl)c3)nc3ccccc23)CC1
    94.9, -6.6, -0.1, 7.6, 3.9, -0.4, 3.5, 0.4, 1.9
(22) CS(=O)(=O)N1CCCC(C(=O)Nc2ccc(F)c(F)c2)C1 (centres undefined)
    79.8, 3.3, -0.1, /, 3.2, /, -4.5, /, 5.7
(23) CN(CCC#N)C(=O)COC(=O)c1ccc(Cl)c(S(=O)(=O)N(C)c2ccccc2)c1
    93.3, 2.5, 0.3, -3.3, -1.0, -0.8, -0.6, 2.6, -1.0
(24) CCCOC(=O)CCn1c(=S)oc2ccccc21
    85.6, -7.5, 0.1, 3.4, 1.9, -3.6, 2.5, 0.5, 8.8
(25) CCOC(=O)CNC(=O)c1ccc2c(c1)OCCO2
    108.5, 4.0, 0.1, -13.2, 5.9, 4.4, 3.0, 1.8, -1.6
(26) C/C(=N\NC(=O)CNC(=O)C1COc2ccccc2O1)c1ccc(Cl)cc1 (centres undefined)
    102.3, 3.8, 0.0, 26.9, 4.4, -0.8, 3.7, 3.4, 4.5
(27) COc1ccc(-n2cnnc2SCC(=O)Nc2cccnc2Cl)cc1
    102.4, 4.5, -0.1, -7.8, 8.0, 2.1, -13.9, 0.2, 1.8
(28) Cc1nc2c(-c3ccc(Cl)cc3)c(C)[nH]n2c(=O)c1Cc1ccccc1
    99.5, 2.7, -0.2, 0.3, 1.0, 1.3, -6.3, 5.0, 11.3

# Seven entries from above, in transposed form:
18) CCOc1cccc2sc(N(CCCN(C)C)C(=O)c3ccc(S(=O)(=O)N(C)c4ccccc4)cc3)nc12
26) C/C(=N\NC(=O)CNC(=O)C1COc2ccccc2O1)c1ccc(Cl)cc1 (centres undefined)
24) CCCOC(=O)CCn1c(=S)oc2ccccc21
28) Cc1nc2c(-c3ccc(Cl)cc3)c(C)[nH]n2c(=O)c1Cc1ccccc1
21) CN1CCN(c2nc(-c3ccc(Cl)c(Cl)c3)nc3ccccc23)CC1
23) CN(CCC#N)C(=O)COC(=O)c1ccc(Cl)c(S(=O)(=O)N(C)c2ccccc2)c1
17) CC(c1ccccc1)n1c(Br)nc2c1c(=O)[nH]c(=O)n2C (centres undefined)
screen / no.	18	26	24	28	21	23	17
Yeast superoxide	114.2	102.3	85.6	99.5	94.9	93.3	93.4
GLD-1 RNA inh	10.4	3.8	-7.5	2.7	-6.6	2.5	-0.5
Efflux pump mplx	0.0	0.0	0.1	-0.2	-0.1	0.3	0.0
EBNA-1 inhibitor	1.5	26.9	3.4	0.3	7.6	-3.3	-9.9
BCLXL inh	-1.1	4.4	1.9	1.0	3.9	-1.0	3.5
Fam108B inh	2.0	-0.8	-3.6	1.3	-0.4	-0.8	-1.0
ZTA DNA inh	-26.7	3.7	2.5	-6.3	3.5	-0.6	-4.4
MEX-5 binding	-0.6	3.4	0.5	5.0	0.4	2.6	-1.9
MCL1-BIM inh	-2.5	4.5	8.8	11.3	1.9	-1.0	4.4

# Assay outcomes: PubChem BioAssay, several laboratories
